# Screening data (PubChem BioAssay)
# TGFb inhibitor = qHTS for Inhibitors of TGF-b; HepG2 CAGA-GFP TGF-b/SMAD3 reporter, GFP fluorescence, 18 h; TGF-beta stimulated, 500 pg/mL final; Potency, µM (top dose mostly 46.1 µM), for the others: at the top dose activity, negative = inhibition, most hits filed as inhibitors; actives 1.2% (n = 410,000); AID 588855, 2011; note: potency is the fitted concentration of half-maximal effect; % is set by controls: 0 for no effect and ±100 for the full control effect; nearly all actives have a fitted effect of over 65% in size
#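 Cell-based qHTS in HEPG2 carrying a CAGA-GFP Smad reporter; compounds added before 500 pg/mL final TGF-beta, 18 h incubation at 37 degrees C, GFP fluorescence quantified per cell by imaging cytometry.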
# Nrf2 ARE act = qHTS of Nrf2 Activators. Potency, µM (doses to about 46.1 µM), for inactives: at the top dose activation, most hits filed as activators. AREc32 ARE-luciferase reporter (MCF7-derived line), luminescence, 24 h. actives 0.31% (n = 410,000). AID 624171, 2012; note: potency is the fitted concentration of half-maximal effect; % of control where 0% means no effect; nearly all actives have a fitted effect of over 65% in size
#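 ARE activation measured as luciferase luminescence (Steady-Glo, 30 min RT) in AREc32_Fluc cells after 24 hr compound exposure at 37 deg C, 5% CO2; cells seeded overnight at 1000/well in OPTI-MEM, 5% FBS.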
# A549 viability = Nrf2 qHTS screen for inhibitors: counterscreen for cytotoxicity; Potency, µM (top dose mostly 46 µM), without a hit: at the top dose activity change, negative = cytotoxicity, usual class: inhibitors; A549 ARE-Fluc cells, CellTiter-Fluor viability, 18-24 h; actives 0.16% (n = 390,000); note: potency is the fitted concentration of half-maximal effect; % is set by controls: 0 for no effect and ±100 for the full control effect
#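 Cytotoxicity counterscreen: CellTiter-Fluor fluorescence was measured in A549 ARE_Fluc cells after 18-24 h of compound exposure in a concentration series. The subsequent BugLite luminescent read reports ARE-luciferase activity.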
# HepG2 tox = qHTS for Inhibitors of TGF-b: Cytotox Counterscreen; HepG2 CAGA-GFP viability, ATP luminescence, 18 h; Potency, µM (doses to about 46.1 µM), without a hit: at the highest dose activity change, negative = cytotoxicity, usual class: cytotoxic; actives 0.76% (n = 410,000); note: potency is the fitted concentration of half-maximal effect; some results filed as inactive show a strong effect at the top dose
#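 CellTiter-Glo luminescence gave cytotoxicity after 18 hours at 37 degrees C. The cells were HepG2 CAGA-GFP in 1% FBS DMEM, stimulated with 500 pg/mL TGF-beta after compound addition. %Activity was normalised to no-cell wells (complete cell-killing) and DMSO (no toxicity), and curves were fitted and classified.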
# ATXN2 expr inh = Primary qHTS for Inhibitors of ATXN expression; actives 0.72% (n = 360,000); HEK-293 ATXN2-luciferase reporter, luminescence, 24 h; Potency, µM (series often up to 57 µM), for inactives: top-dose activity change, negative = inhibition, most hits filed as inhibitors; note: potency is the fitted concentration of half-maximal effect; % is set by controls: 0 for no effect and ±100 for the full control effect; nearly all actives have a fitted effect of over 55% in size
#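 ATXN2-luciferase reporter cells (luciferase flanked by upstream and downstream ATXN2 gene portions) were treated 24 h at 37 °C with compounds at up to 57 uM. SteadyGlo luminescence gave expression; GF-AFC fluorescence gave viability.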
# S2 tox = Viability Counterscreen for Primary qHTS for Inhibitors of ATXN expression; Potency, µM (highest dose often 56.7 µM), most hits filed as cytotoxic; actives 0.49% (n = 400,000); S2 cells (HEK-293 line with an ATXN2-luciferase reporter) viability, CellTiter-Fluor protease fluorescence, 24 h; note: potency is the fitted concentration of half-maximal effect; nearly all actives have a fitted effect of over 40% in size
# EPAC2 ag = qHTS for Agonist of cAMP-regulated guanine nucleotide exchange factor 4 (EPAC2): primary screen | EPAC2 activation, biochemical qHTS; response scale: 100% = 6.5 mM cAMP response | Potency, µM (top dose mostly 154 µM), inactives show top-dose activation, actives largely listed as activators | AID 720711, 2013 | actives 0.079% (n = 360,000); note: potency is the fitted concentration of half-maximal effect; nearly all actives have a fitted effect of over 50% in size
# Target sequence (Q8WZA2 whole entry, looked up): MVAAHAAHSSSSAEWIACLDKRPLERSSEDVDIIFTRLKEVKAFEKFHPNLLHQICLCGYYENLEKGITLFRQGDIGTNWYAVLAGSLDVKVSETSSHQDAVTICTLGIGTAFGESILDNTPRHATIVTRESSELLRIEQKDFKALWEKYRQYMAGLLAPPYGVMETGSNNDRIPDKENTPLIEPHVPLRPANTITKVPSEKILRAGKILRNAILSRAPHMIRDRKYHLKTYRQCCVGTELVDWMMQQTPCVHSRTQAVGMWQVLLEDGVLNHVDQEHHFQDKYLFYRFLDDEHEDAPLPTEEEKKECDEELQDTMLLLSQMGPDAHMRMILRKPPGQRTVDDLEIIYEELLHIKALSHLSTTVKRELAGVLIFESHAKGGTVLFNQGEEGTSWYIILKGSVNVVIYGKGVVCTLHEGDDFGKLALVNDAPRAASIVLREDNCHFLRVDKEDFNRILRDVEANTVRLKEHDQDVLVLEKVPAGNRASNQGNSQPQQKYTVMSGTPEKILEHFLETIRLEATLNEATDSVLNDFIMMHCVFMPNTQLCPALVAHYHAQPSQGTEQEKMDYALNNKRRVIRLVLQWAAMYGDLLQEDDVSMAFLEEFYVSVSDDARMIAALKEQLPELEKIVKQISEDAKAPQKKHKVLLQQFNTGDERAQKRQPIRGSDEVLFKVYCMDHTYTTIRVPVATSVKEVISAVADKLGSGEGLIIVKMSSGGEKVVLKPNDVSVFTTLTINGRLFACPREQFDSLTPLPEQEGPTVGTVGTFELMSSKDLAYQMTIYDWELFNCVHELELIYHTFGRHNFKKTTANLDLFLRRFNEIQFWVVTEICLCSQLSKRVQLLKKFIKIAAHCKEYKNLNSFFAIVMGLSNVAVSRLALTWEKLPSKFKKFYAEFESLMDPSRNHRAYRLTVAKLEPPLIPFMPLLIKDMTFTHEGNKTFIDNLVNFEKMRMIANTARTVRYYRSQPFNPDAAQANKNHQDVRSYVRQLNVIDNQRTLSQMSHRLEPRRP
#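 Nucleotide exchange monitored as fluorescence drop when BODIPY-GDP leaves Rap1B. Reaction: 100 nM EPAC2, 250 nM RAP1B-BODIPY-GDP, 50 uM GDP, room temperature, kinetic read over 30 min. Activity expressed relative to 6.5 mM cAMP.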
# IL-2 act = qHTS of IL-2 Activators; IL-2 activation reporter assay, cell-based qHTS; stimulated with anti-CD3/CD4/CD28 beads; in transgenic mouse T cells; activation, % (series mostly up to about 46 µM); actives 0.065% (n = 360,000); in the data active = activation above about 50%; inconclusive = mostly about 30% to 49%; note: 0% is about no effect
#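 First, unstimulated transgenic mouse T cells were exposed to compound for 60 min. Next, anti-CD3/anti-CD4-coated beads with anti-CD28 were added. Finally, after 18 h at 37 degrees C, EGFP and DsRed were imaged.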
# Nrf2 inh = Nrf2 qHTS screen for inhibitors; A549 ARE-Fluc reporter, luciferase luminescence, 18-24 h; AID 504444, 2011; actives 2.1% (n = 360,000); Potency, µM (titrated, usually from 46 µM), for the others: at the top dose activity change, negative = inhibition, hits mostly inhibitors; note: potency is the fitted concentration of half-maximal effect; % is set by controls: 0 for no effect and ±100 for the full control effect; nearly all actives have a fitted effect of over 60% in size
#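 A549 ARE_Fluc cells, 5000/well, 5% FBS OPTI-MEM; compounds in dose-response, 18-24 h at 37 °C/5% CO2; CellTiter-Fluor viability read (Ex 405/Em 525), then BugLite luciferase luminescence = Nrf2 activity.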
# The depositor's hits bear a star; i = inactive; ? = inconclusive; nt = not tested or not shown; & = joins results of further samples; [ ] = dose if it differs, or a comment. Unless noted, calls come from the whole dose curve; as a rule, active = well fitted curve in the direction sought with a large enough effect; inconclusive = small, poorly fitted or top-dose-only effect, or another doubt; inactive = no such curve, though single readings can be large; an effect the other way counts as inactive or inconclusive.
SMILES,TGFb inhibitor,Nrf2 ARE act,A549 viability,HepG2 tox,ATXN2 expr inh,S2 tox,EPAC2 ag,IL-2 act,Nrf2 inh
Cc1c(N2C(=O)CS/C2=N\N=C\c2ccc(Cl)cc2)c(=O)n(-c2ccccc2)n1C,-14%,-0.8%,5%,0%,-13%,i,-7%,-1.0,7%
CCCN(Cc1cc2cc(C)ccc2[nH]c1=O)C(=O)c1cccc(Cl)c1,-5%,0.3%,-1%,3%,5%,i,nt,nt,-15%
CS(=O)(=O)N(CC(=O)Nc1ccccc1C(=O)N1CCOCC1)c1cccc(F)c1,-27%,-0.9%,0%,1%,2%,?,-5%,-1.4,7%
O=C(NC(c1ccccc1)c1ccccc1)N1CCN(CCO)CC1,0%,0.5%,8%,-5%,4%,i,3%,-1.2,10%
Fc1cccc(NC(=S)NCc2ccccn2)c1,-12%,4.9%,4%,-1%,11%,i,5%,-0.4,3%
COc1ccccc1N1CCN(C(=O)NC23CC4CC(CC(C4)C2)C3)CC1,-40%,0.0%,7%,-18%,nt,i,6%,1.4,1%
Cc1cc(NC(=O)CCOc2ccc(F)cc2)no1,26%,6.2%,1%,1%,-10%,i,2%,-3.8,-4%
C[C@H](CO)N1C[C@H](C)[C@H](CN(C)C(=O)CC2CC2)Oc2cc(Br)ccc2S1(=O)=O,18%,-0.6%,nt,-6%,8%,i,0%,-1.4,nt
CCn1c(SCC(=O)O)nc2sc3c(c2c1=O)CCC3,-4%,-0.2%,1%,0%,4%,i,0%,-0.7,5%
Nc1ccc(S(=O)(=O)N2CCCc3ccccc32)cc1,13%,-0.7%,-5%,9%,4%,i,6%,-3.2,-10%
O=C(CC1C(=O)NCCN1Cc1ccc(Cl)c(F)c1)NCC1CCOCC1 (stereo not drawn),-4%,-0.5%,1%,10%,nt,?,3%,2.8,1%
Cc1c(NC(=O)C2(C)CCCCC2)c(=O)n(-c2ccccc2)n1C,-1%,-0.2%,-2%,1%,4%,i,5%,-1.2,11%
COc1cc2c(cc1OC)[C@H](Cc1ccc(O)cc1)NCC2,?,5.7%,10%,-26%,-25%,?,3%,-0.6,-3%
Cc1ccc(NC(=O)C2=C(c3ccccc3)S(=O)(=O)CCS2(=O)=O)cc1,3.5µM*,-2.2%,?,7.1µM*,?,11µM*,10%,-3.1,21µM*
CC1CCC(C(C)C)C(OCC(O)CN2CCOCC2)C1 (stereo not drawn),?,-0.2%,8%,-8%,-14%,i,7%,-2.6,-27%
CCOCCCNC(=S)N1C2CCC1CC(NC(=O)Nc1ccc(C(=O)OCC)cc1)C2 (stereo not drawn),5%,0.4%,1%,5%,-17%,?,3%,-1.1,1%
COC(=O)C1=C(C)OC(N)=C(C#N)C1c1cc(OC)ccc1OC (stereo not drawn),?,5.5%,4%,2%,6%,i,10%,-2.1,7%
Cc1ccc(-n2ncc3c(N4CCC(Cc5ccccc5)CC4)ncnc32)cc1C,5%,-1.0%,-10%,4%,10%,i,nt,nt,nt
COc1ccc(OC)c(C(=O)N2CCC(CCC(=O)NC3CC3)CC2)c1,-10%,-0.8%,-8%,-1%,7%,i,9%,-0.5,-5%
COC(=O)C1=C(C)Nc2ncnn2C1c1ccc(OCc2ccccc2)cc1 (stereo not drawn),-2%,-0.8%,-1%,1%,4%,i,-5%,-0.4,7%
Cc1n[nH]c(=O)c2c(NC(=O)COC(=O)c3cc(F)cc(F)c3)oc(C)c12,-20%,0.4%,2%,-11%,1%,i,7%,-4.1,12%
O=C(Nc1ccc(F)c(F)c1)c1ccc(F)c(S(=O)(=O)N2CCC3(CC2)OCCO3)c1,-8%&-19%,0.8%&-0.2%,-4%&-2%,-9%&-25%,?,?,3%,-2.9,-10%
Cc1ccc(N2CC(=O)Nc3c(sc4nc(C)cc(C)c34)C2=O)cc1,0%,0.0%,-9%,-23%,1%,i,-2%,-0.3,-23%
O=C(COc1ccc2c(C(F)(F)F)cc(=O)oc2c1)NCc1cccs1,-11%,-0.4%,2%,-1%,1%,i,-6%,-2.6,-2%
Cc1nc(-c2nnc(SCC(=O)Nc3cc(C(F)(F)F)cc(C(F)(F)F)c3)n2C)cs1,-13%,-0.3%,-10%,-37%,-12%,?,-7%,-3.0,-26%

# Filtered by structure: the entries above with two or more sulfur atoms.
SMILES,TGFb inhibitor,Nrf2 ARE act,A549 viability,HepG2 tox,ATXN2 expr inh,S2 tox,EPAC2 ag,IL-2 act,Nrf2 inh
CCn1c(SCC(=O)O)nc2sc3c(c2c1=O)CCC3,-4%,-0.2%,1%,0%,4%,i,0%,-0.7,5%
Cc1ccc(NC(=O)C2=C(c3ccccc3)S(=O)(=O)CCS2(=O)=O)cc1,3.5µM*,-2.2%,?,7.1µM*,?,11µM*,10%,-3.1,21µM*
Cc1nc(-c2nnc(SCC(=O)Nc3cc(C(F)(F)F)cc(C(F)(F)F)c3)n2C)cs1,-13%,-0.3%,-10%,-37%,-12%,?,-7%,-3.0,-26%

# Records listed above shown as hits in TGFb inhibitor.
molecule	TGFb inhibitor	EPAC2 ag	IL-2 act
Cc1ccc(NC(=O)C2=C(c3ccccc3)S(=O)(=O)CCS2(=O)=O)cc1	3.5µM*	10%	-3.1

# Additional compounds follow.
SMILES,TGFb inhibitor,Nrf2 ARE act,A549 viability,HepG2 tox,ATXN2 expr inh,S2 tox,EPAC2 ag,IL-2 act,Nrf2 inh
COc1cccc(CNC(=O)C(=O)NCC2OCCCN2S(=O)(=O)c2cc(C)ccc2C)c1 (stereo not drawn),-10%,0.7%,-8%,0%,0%,?,-1%,-0.3,-22%
CCCc1cc(C(=O)NC2CCCC2)no1,-2%,1.1%,-4%,-19%,21%,i,11%,-2.0,?
COc1ccccc1N1CCN(C(=O)Cn2cnc3c2c(=O)n(C)c(=O)n3C)CC1,-12%,0.4%,-7%,11%,21%,i,7%,2.4,3%
CN(C)CCC1(C2=CCCC2)CC/C(=C/c2ccc(Cl)cc2)C1=O (stereo not drawn),0%,?,?,-88%,?,?,4%,-0.6,7%
Cc1ccc2c(CC(=O)Nc3ccc(S(=O)(=O)N4CCCCC4)cc3)coc2c1,?,4.8%,2%,-16%,-11%,i,nt,nt,?
CCN(CC)c1nc(-c2ccccn2)nc(-c2ccccc2)c1C#N,?,-1.2%,-17%,-36%,4.5µM*,?,7%,-4.2,?
CCSc1nc(-c2ccccc2)c2cc(Cl)ccc2n1,-3%,-0.2%,-1%,-3%,2%,i,-2%,-0.2,12%
O=C(NN=C1C2CC3CC(C2)CC1C3)c1cccc(S(=O)(=O)N2CCOCC2)c1,-12%,-0.3%,7%,-16%,30%,i,5%,0.2,4%
CC(CN1CCOCC1)OC(=O)c1ccc(C(C)(C)C)cc1 (stereo not drawn),0%,-0.9%,0%,6%,nt,?,4%,0.6,-6%
CCO[C@@H]1OC(C(=O)N2CCCCCCC2)=C[C@H](C2CCCCC2)[C@H]1CCCO,?,10.0%,-4%,-18%,0%,?,1%,0.7,2%
Cc1ccc(S(=O)(=O)n2nc(OC(=O)C3CCCCC3)cc2N)cc1,-2%,0.1%,-2%,-3%,-11%,i,-3%,-0.1,-2%
Cc1ccc(Cn2c(C(C)Nc3nc(-c4ccc(F)cc4)cs3)nc3cc(C(F)(F)F)ccc32)cc1 (stereo not drawn),-4%,2.4%,-1%,-36%,-12%,?,9%,-4.2,-18%
Cc1ccc(CC2C(=O)N(c3cc(C)ccc3C)C(=O)C2C)cc1 (stereo not drawn),2%,0.4%,1%,-30%,2%,i,10%,-0.9,-9%
O=C(OCn1nnc2ccccc2c1=O)c1cccnc1,4%,-0.4%,-11%,-2%,-12%,i,-1%,0.5,11%
COc1ccc(C(=O)Nc2nnc(S(=O)(=O)N(C)Cc3ccccc3)s2)cc1,25%,3.8%,-7%,22%,nt,i,7%,0.1,0%
Cc1ccc2nc(NC(=O)C(NS(=O)(=O)c3cccc4nsnc34)C(C)C)sc2c1 (stereo not drawn),7%,-0.4%,-1%,26%,10%,i,8%,-2.7,-26%
COC(=O)CNC(=O)COC(=O)c1ccc(OC)c([N+](=O)[O-])c1,8%,-1.0%,-1%,35%,-3%,?,3%,-4.8,3%
Cn1nnnc1Sc1ccc(C(=O)O)cc1[N+](=O)[O-],9%,0.0%,2%,1%,-5%,i,12%,-0.4,-16%
COc1cccc(-c2cc(C(F)(F)F)nc(-n3cc(C)cn3)n2)c1,-22%,4.1%,0%,-13%,nt,i,18%,0.8,?
CC(C)(C)OC(=O)N1CCC(c2c(C(=O)NCCc3ccsc3)cnn2-c2ccc(F)cc2F)CC1,-20%,3.2%,-4%,-37%,nt,nt,nt,nt,?
CCOC(=O)CCc1c(C)nc2c(c(C)nn2C(C)(C)C)c1C,-7%,0.1%,-1%,-22%,2%,i,5%,-5.6,1%
COC(=O)c1cc(C)cc(=O)o1,-18%,0.4%,-6%,-17%,-13%,i,5%,0.0,8%
CCN(CC)c1nc(Oc2ccc(C(=O)OC)cc2)nc(N2CCOCC2)n1,?,-0.5%,-1%,-31%,nt,i,12%,1.1,-19%
COc1ccc(CN2CCN(Cc3csc(C(C)=O)c3)CC2CCO)c(C)c1C (stereo not drawn),-28%,3.1%,-6%,-39%,-21%,i,8%,1.7,0%
Cc1ccc(OCCCN2CCOCC2)c([N+](=O)[O-])c1,-12%,3.1%,1%,-3%,58%[activator],i,-3%,-0.4,?
Cc1onc(-c2ccccc2Cl)c1C(=O)N1CCN(c2ccccc2)CC1,-22%,-0.3%,5%,-13%,-16%,i,13%,1.4,?
